# sEH inh – blocks human soluble epoxide hydrolase activity; P34913; recombinant human sEH enzymatic activity assay; inhibition, % at 2 µM; 91,000 compounds, 0.34% hits; AID 707; in the data active = inhibition above about 80%; also: values of inactives mirror those of a sister screen read the other way; many of its hits are not listed in these tables
# Target sequence (P34913 whole entry, looked up): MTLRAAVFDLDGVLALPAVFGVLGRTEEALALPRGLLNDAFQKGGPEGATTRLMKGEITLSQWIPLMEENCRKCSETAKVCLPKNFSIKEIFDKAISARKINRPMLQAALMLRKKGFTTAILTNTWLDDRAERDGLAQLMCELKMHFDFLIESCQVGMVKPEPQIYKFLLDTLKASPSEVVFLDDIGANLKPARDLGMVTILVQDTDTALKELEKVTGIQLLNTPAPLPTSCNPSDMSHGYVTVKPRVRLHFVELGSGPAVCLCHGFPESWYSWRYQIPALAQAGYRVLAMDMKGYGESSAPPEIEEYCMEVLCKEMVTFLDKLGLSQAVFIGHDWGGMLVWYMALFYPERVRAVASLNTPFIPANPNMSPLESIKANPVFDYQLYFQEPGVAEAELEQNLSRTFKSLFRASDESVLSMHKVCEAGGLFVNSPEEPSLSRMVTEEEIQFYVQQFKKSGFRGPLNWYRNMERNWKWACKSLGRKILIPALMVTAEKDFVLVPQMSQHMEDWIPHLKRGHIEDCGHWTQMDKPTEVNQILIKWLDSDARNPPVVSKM
# ERa SRC1 pot – ER-alpha (human) coactivator binding potentiation. P03372. coactivator binding (% of control), % at 25.6 µM. TR-FRET ERalpha-LBD/SRC-Cy5 coactivator binding, 2 h; 100 = basal binding, no effect. 86,000 compounds, 1.3% hits; in the data active = activity above about 200%;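 also: binding measured in presence of low estradiol as agonist stimulus; 0% = peptide alone without receptor and 100% = receptor with peptide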
# Smad3 inh – inhibitors of human Smad3 transcription factor binding; inhibition, % at 25 µM; TR-FRET Smad3/Dy647-FoxH1 peptide binding, europium anti-His; 88,000 compounds, 0.29% hits; AID 630; P84022;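 active = compounds that reduce the energy-transfer binding signal between the protein and its labelled peptide by more than half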;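 also: 0% = Smad3 plus labelled peptide maximal FRET and 100% = peptide-only background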
# CD11b adhes enh – enhancers of human CD11b/CD18 binding to fibrinogen; P05107+P11215; K562 CD11b/CD18 adhesion to fibrinogen, ATPlite luminescence; activation, % at 10 µM; 93,000 compounds, 0.07% hits; AID 1499;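 active = 10 µM primary screen giving 50% or more activity, confirmed by 40% or more on retest at that dose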; also: strong numbers were not always called active; reference of the scale not given here
# sEH activator – soluble epoxide hydrolase (human) activation. P34913. purified human sEH enzymatic activity, activator screen. activation, % at 2 µM. 91,000 compounds, 0.04% hits; in the data active = activation above about 37%; also: values of inactives mirror those of a sister screen read the other way
# Calb biofilm kill – kills Candida albicans biofilms; AID 834; inhibition, % at 6 µM; C. albicans biofilm + clotrimazole, Alamar Blue; 85,000 compounds, 0.14% hits;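 active = inhibition above 20%; inactive = inhibition below 20%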;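 also: preformed 24 hr biofilms exposed to compound for 48 hr; 0% = biofilm without compound and 100% = blank killed by clotrimazole plus chlorhexidine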
# ERb coact inh – blocks coactivator binding to human estrogen receptor beta | Q92731 | TR-FRET ER-beta LBD / SRC1-Cy5 peptide binding; receptor agonist-loaded with 1 µM estradiol | inhibition, % at 25.6 µM | 86,000 compounds, 1.3% hits | AID 633;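 active = compounds whose percent inhibition of the receptor-coactivator binding signal exceeds about 50% in the single-dose screen, limit read from the data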;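 also: 0% = receptor plus peptide wells without compound and 100% = peptide-only wells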
# Target sequence (Q92731 whole entry, looked up, the tested form may be a part): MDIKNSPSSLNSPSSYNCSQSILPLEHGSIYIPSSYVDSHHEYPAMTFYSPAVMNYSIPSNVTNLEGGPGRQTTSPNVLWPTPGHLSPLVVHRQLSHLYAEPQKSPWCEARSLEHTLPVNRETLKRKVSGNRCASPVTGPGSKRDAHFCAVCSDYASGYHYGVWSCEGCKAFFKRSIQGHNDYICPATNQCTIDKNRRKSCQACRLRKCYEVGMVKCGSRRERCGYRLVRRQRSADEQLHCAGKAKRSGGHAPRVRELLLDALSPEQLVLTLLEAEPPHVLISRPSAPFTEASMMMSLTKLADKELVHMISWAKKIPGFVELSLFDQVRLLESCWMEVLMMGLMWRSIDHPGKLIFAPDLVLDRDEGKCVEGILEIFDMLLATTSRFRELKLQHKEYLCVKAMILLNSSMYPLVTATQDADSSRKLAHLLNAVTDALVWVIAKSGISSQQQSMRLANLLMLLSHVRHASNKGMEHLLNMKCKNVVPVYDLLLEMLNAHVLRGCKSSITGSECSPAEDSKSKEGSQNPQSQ
# Mac1 fbg inh – blocks human CD11b/CD18 adhesion to fibrinogen | inhibition, % at 10 µM | 93,000 compounds, 0.54% hits | K562 CD11b/CD18 adhesion to fibrinogen, ATPlite luminescence; Mn2+ added to activate the integrin | P05107+P11215;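 active = primary inhibition of 50% or more at 10 µM, then 40% or more on retest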; also: some results filed as inactive read as strong as hits
# MT1-MMP txn act – MT1-MMP promoter transcription activation. activation factor at 10 µM. HT1080 MT1-MMP promoter luciferase reporter, luminescence, overnight; stronger effect = higher value. AID 750. 86,000 compounds, 0.16% hits;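 active = activation factor of at least 2 for MT1-MMP transcription at 10 µM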
# The depositor's hits bear a star; nt = not tested or not shown; [ ] = remark or other dose. This is a subset, so the mix of outcomes need not match the whole.
SMILES,sEH inh,ERa SRC1 pot,Smad3 inh,CD11b adhes enh,sEH activator,Calb biofilm kill,ERb coact inh,Mac1 fbg inh,MT1-MMP txn act
O=C(CSc1nc2ccccc2[nH]1)NCCN1CCCCC1,4,114,9,nt,-3,1,-19,nt,1.1
CS(=O)(=O)c1ccc2nc(N)sc2c1,0,nt,nt,4,2,nt,nt,-18,1
Cn1c(=O)c2c(nc(NCCCN3CCOCC3)n2Cc2cccc(Cl)c2)n(C)c1=O,-5,102,-7,0,4,11,-9,-18,1.1
O=C(c1cc2ccccn2n1)N1CCN(Cc2ccccc2)CC1,7,112,2,0,-3,2,-11,7,1.5
O=C1c2ccccc2CN1CCNS(=O)(=O)c1ccc(Cl)cc1,8,110[fluorescence artefact?],-7,-1,-9,11,-2[fluorescence artefact?],0,0.9
CCOC(=O)c1c(NC(=O)CCl)sc(C(=O)N(CC)CC)c1C,-7,106[fluorescence artefact?],14,-5,6,2,10,-4,0.5
COc1cc(C(=O)N/N=C\c2ccccc2)c([N+](=O)[O-])c(OC)c1OC,4,105,9,nt,-7,9,7,nt,1
C=CCc1cc(OC)ccc1OCCON1C(=O)CCC1=O,8,120,-3,-1,-5,8,-6,-1,1.1
Cc1ccccc1S(=O)(=O)Nc1cccnc1,4,100,-6,nt,1,10,29,nt,1.3
O=C(CCCOc1ccc(Cl)cc1)N1CCCCCC1,9,113,3,0,-6,nt,-1,11,1.3
CCC(C)C(NC(C)=O)C(=O)NC(=O)NC(c1ccccc1)c1ccccc1 (stereo unspecified),-7,109,14,-2,5,-3,-6[fluorescence artefact?],-2,1.2
CC(=O)c1ccc(N(C)C)c2c(N(C)C)cccc12,3,92,-12,-2,0,4,-18,0,1.1

# Exported tab-delimited: 2 of the compounds above
Structure	sEH inh	ERa SRC1 pot	Smad3 inh	CD11b adhes enh	sEH activator	Calb biofilm kill	ERb coact inh	Mac1 fbg inh	MT1-MMP txn act
CCC(C)C(NC(C)=O)C(=O)NC(=O)NC(c1ccccc1)c1ccccc1 (stereo unspecified)	-7	109	14	-2	5	-3	-6[fluorescence artefact?]	-2	1.2
CC(=O)c1ccc(N(C)C)c2c(N(C)C)cccc12	3	92	-12	-2	0	4	-18	0	1.1

# The list goes on.
SMILES,sEH inh,ERa SRC1 pot,Smad3 inh,CD11b adhes enh,sEH activator,Calb biofilm kill,ERb coact inh,Mac1 fbg inh,MT1-MMP txn act
CC1CCc2c(C(=O)Oc3cccc(-n4cnnn4)c3)csc2C1 (stereo unspecified),-13,114,12[fluorescence artefact?],-4,14,2,-3,6,1.1
COc1ccc(C2(C(=O)NCCCN3CCOCC3)CCOCC2)cc1,-8,109,-8,-8,8,2,3[fluorescence artefact?],4,1.1
Cc1cccc(Oc2cnn(C(C)(C)C)c(=O)c2Cl)c1,-3,100,-4,nt,5,1,2,nt,1.1
O=C(NCc1ccccc1)C1CCCN1S(=O)(=O)c1cccc2cccnc12 (stereo unspecified),4,113,3,-4,-5,3,-9,-1,1.1
Cc1ccc(-c2cc(N)n3nc(-c4ccc(C)cc4)cc3n2)cc1,-10,nt,nt,6,13,nt,nt,-1,nt
CCCCn1c(O)c(C=NCCCN(C)C)c(=O)[nH]c1=O,-4,114,5,-4,4,6,-13,6,1.1
COc1ccccc1Nc1nc(N)nc(CN2CCCCCC2)n1,-2,113,8,-2,2,6,1,-10,1.1
COCC(C)n1c(C)cc(C(=O)CSc2nnc(Nc3ccccc3F)s2)c1C (stereo unspecified),-5,92,8,5,3,4,-1,4,1.2
COc1ccc(-n2c(Cc3cccn3C)nnc2SCC(=O)Nc2cc(Cl)ccc2OC)cc1,nt,112,-2,5,nt,8,6,8,1
O=C(Cn1nnc(-c2ccccc2)n1)NCc1ccccc1,-1,104,8,3,-1,-1,14,-6,1
c1ccc(Cn2c(CNc3nc4ccccc4n3CCN3CCCCC3)nc3ccccc32)cc1,-9,78,0,nt,14,8,11[fluorescence artefact?],nt,1.2
O=C(CCn1ccc2ccccc21)Nc1ccc(N2CCOCC2)cc1,2,104[fluorescence artefact?],-16,4,1,6,7[fluorescence artefact?],22,1
O=C(OCc1cn(-c2ccc(Cl)cc2)nn1)c1ccccc1,5,nt,nt,0,-8,nt,nt,2,nt
CCCSC1=N/C(=C\c2ccsc2)C(=O)S1,1,nt,nt,-1,-1,nt,nt,-8,1.2
CC1(C)Cc2nc3sc4c(N(CCO)CCO)ncnc4c3cc2CO1,-5,nt,nt,0,5,nt,nt,-2,1.3
Cc1nc2nc3c(cn2n1)C(=O)CC(C)(C)C3,-8,103,6,-1,6,-2,1[fluorescence artefact?],3,1.1
COc1ccc(N(Cc2cc3ccccc3[nH]c2=O)C(=O)C2CCCO2)cc1 (stereo unspecified),nt,105,3,0,nt,5,-2,-22,1.2
CCCC(=O)NC1=C(C#N)C2(CCCCC2)Cc2ccccc21,2,119,10,1,-1,4,-4,-7,1.1
CC(Cc1cccs1)NC(=O)NC1CCCCC1 (stereo unspecified),93*,110[fluorescence artefact?],2,-3,-93,9,3[fluorescence artefact?],0,1.5
CCNc1sc(C(=O)c2cccs2)c(N)c1C#N,7,62,3,-1,-7,2,-11,-43,0.9
Cc1nnc(-c2cccc(Br)c2)c2cn(-c3ccccc3)nc12,-1,nt,nt,-3,3,nt,nt,-7,nt
O=C(COc1ccccc1)Nc1nc(-c2ccc(S(=O)(=O)N3CCOCC3)cc2)cs1,10,328*[fluorescence artefact?],12,26,-12,3,21[fluorescence artefact?],0,1
O=S(=O)(c1ccc(N2CC=C(c3ccccc3)CC2)nc1)N1CCCC1,nt,126,5[fluorescence artefact?],1,nt,2,1,7,0.9
CC(C)Nc1nc(NC(C)C)nc(NS(=O)(=O)c2ccc(N)cc2)n1,-11,101,9[fluorescence artefact?],nt,12,6,2[fluorescence artefact?],nt,1.1

# Exported with values under each structure: ten of the compounds above.
# Each structure is followed by: sEH inh, ERa SRC1 pot, Smad3 inh, CD11b adhes enh, sEH activator, Calb biofilm kill, ERb coact inh, Mac1 fbg inh, MT1-MMP txn act
- O=C(CCn1ccc2ccccc21)Nc1ccc(N2CCOCC2)cc1
  2, 104[fluorescence artefact?], -16, 4, 1, 6, 7[fluorescence artefact?], 22, 1
- O=C(OCc1cn(-c2ccc(Cl)cc2)nn1)c1ccccc1
  5, nt, nt, 0, -8, nt, nt, 2, nt
- CCCSC1=N/C(=C\c2ccsc2)C(=O)S1
  1, nt, nt, -1, -1, nt, nt, -8, 1.2
- CC1(C)Cc2nc3sc4c(N(CCO)CCO)ncnc4c3cc2CO1
  -5, nt, nt, 0, 5, nt, nt, -2, 1.3
- Cc1nc2nc3c(cn2n1)C(=O)CC(C)(C)C3
  -8, 103, 6, -1, 6, -2, 1[fluorescence artefact?], 3, 1.1
- COc1ccc(N(Cc2cc3ccccc3[nH]c2=O)C(=O)C2CCCO2)cc1 (stereo unspecified)
  nt, 105, 3, 0, nt, 5, -2, -22, 1.2
- CCCC(=O)NC1=C(C#N)C2(CCCCC2)Cc2ccccc21
  2, 119, 10, 1, -1, 4, -4, -7, 1.1
- CC(Cc1cccs1)NC(=O)NC1CCCCC1 (stereo unspecified)
  93*, 110[fluorescence artefact?], 2, -3, -93, 9, 3[fluorescence artefact?], 0, 1.5
- CCNc1sc(C(=O)c2cccs2)c(N)c1C#N
  7, 62, 3, -1, -7, 2, -11, -43, 0.9
- Cc1nnc(-c2cccc(Br)c2)c2cn(-c3ccccc3)nc12
  -1, nt, nt, -3, 3, nt, nt, -7, nt

# The listing continues:
SMILES,sEH inh,ERa SRC1 pot,Smad3 inh,CD11b adhes enh,sEH activator,Calb biofilm kill,ERb coact inh,Mac1 fbg inh,MT1-MMP txn act
O=C(C1=C(O)C(=O)N(CCN2CCOCC2)C1c1ccccn1)c1cccs1 (stereo unspecified),6,101,5,-2,-6,-2,-2,-26,1.2
COC(=O)CSc1nc2sc3c(c2c(=O)n1-c1ccccc1)CCN(C)C3,-5,119[fluorescence artefact?],3,4,7,13,4,12,1
CC1(C)CC(=O)C2=C(C1)Nc1[nH]c(=S)[nH]c(=O)c1C2c1ccccc1 (stereo unspecified),-3,nt,nt,6,2,nt,nt,-12,1.1
CCn1c(SCC(=O)OC2CCCCC2)nnc1-c1ccncc1,4,128[fluorescence artefact?],1,2,-5,6,-4,-11,1.1
CCCN1C(=O)C(NC(=O)c2ccncc2)(C(F)(F)F)C2=C1CC(C)(C)CC2=O (stereo unspecified),-15,103,3,0,15,4,-2,-12,nt
Cc1cccc(CSc2nnc(-c3ccccn3)n2N)c1,13,102,-4,2,-12,-1,-8,6,1.3
c1ccc2c(c1)CNc1ccccc1C2,-4,104,3,6,2,4,-3,-42,1.1
CCOc1ccccc1C1CC(=O)Nc2cc3c(cc21)OCO3 (stereo unspecified),3,nt,nt,-6,-4,nt,nt,53,0.5
CN1CCN(Cc2ccc(-c3ccc(Cl)cc3)o2)CC1,-16,114,2,-1,17,2,-9,3,1.4
O=S(=O)(c1ccc(Oc2ccc(S(=O)(=O)N3CCOCC3)cc2)cc1)N1CCOCC1,nt,129,7,-1,nt,-2,4,-6,1.2
Cc1ccc(CCNC(=O)C2CCCN(S(=O)(=O)c3cnc[nH]3)C2)cc1 (stereo unspecified),20,105[fluorescence artefact?],-3,1,-20,-1,-12,-4,1.1
Cc1noc(C)c1COC(=O)c1ccc(S(=O)(=O)NCc2ccco2)cc1,-3,91,8,-1,2,nt,23,10,1.2
Cn1cc(Cl)c(C(=O)Nc2nc3ccc(Cl)cc3s2)n1,0,nt,nt,-7,1,nt,nt,2,nt
O=C(O)CCc1ccc(-c2ccc(Cl)cc2)n1CC(=O)O,12,69[fluorescence artefact?],12,1,-12,11,8[fluorescence artefact?],13,1
Cc1cc(C)n(-c2nnc(C)c(=O)[nH]2)n1,-6,nt,nt,1,7,nt,nt,8,1.3
O=C(O)C1CSC(c2ccccc2)N1C(=O)c1ccco1 (stereo unspecified),-1,133,11,-3,4,0,-4,-10,1.1
CCCCOCCCNS(=O)(=O)c1ccccc1,-13,131,6,5,11,nt,-2,2,1.1
CN1CCC(N2CCN(c3cccc(C(F)(F)F)c3)CC2)CC1,-11,83,13,-1,8,8,9,-21,1.1
Oc1ccc(-c2nc3ncccn3c2Nc2ccc3c(c2)OCCO3)cc1,-1,77[fluorescence artefact?],0,-4,2,10,-5,-5,nt
O=C(COC(=O)c1cccs1)NCCN1C(=O)CSC1=O,nt,115,1,-4,nt,7,3,-20,1.2
C=CCn1c(NC)cc(=O)n(C)c1=O,15,123,-8,-2,-14,-1,9,10,1
Cc1nc(C(F)(F)F)c(C(=O)NC(=O)Nc2ccc(OC(F)(F)F)cc2)s1,-9,nt,nt,0,13,nt,nt,0,nt
O=C(Cc1ccccc1)Nc1ccc(N2CCOCC2)cc1N1CCOCC1,-8,82[fluorescence artefact?],-5,2,6,4,-8,-8,1.1
O=C(NCCCN1CCCC1=O)c1ccc(Cl)c(NS(=O)(=O)c2ccc(F)cc2)c1,21,110,0,-2,-22,8,3[fluorescence artefact?],12,1.1
Cc1cccc(-n2ccnc2SCC(=O)Nc2ccc3c(c2)OCCO3)c1,-2,94,5,10,3,11,1[fluorescence artefact?],3,nt
COc1cccc(NC(=O)CSc2nnnn2C(C)C)c1,0,122,4,nt,1,6,5,nt,1.1
CCOC(=O)Cc1nnc2c(Nc3ccccc3F)nc3nonc3n12,-5,98,-6,-11,4,5,0,99*,1.1
Cc1cc(=S)cc(C)n1CCCO,nt,121,3,-1,nt,nt,7,12,1
CCn1c2ccccc2c2cc(NC(=O)CSc3nnc(-c4cccc(F)c4)o3)ccc21,9,nt,nt,-2,-6,nt,nt,8,nt
COc1ccc(C(c2sc3nc(C)nn3c2O)N2CCCCC2)cc1 (stereo unspecified),5,92,-1,nt,-5,-4,-15,nt,1.1
CCC(Cc1ccccc1)NC(=O)C1CCN(S(=O)(=O)c2c(C)noc2C)CC1 (stereo unspecified),8,100,-5,-5,-10,6,5[fluorescence artefact?],10,1.1

# Bioassay records as filed in PubChem.
